DYRK1A inh: inhibitors of rat Dyrk1A kinase; Q63470; ADP-Glo luminescence, NFATc1 peptide; inhibition, % at 12.5 µM; hit rate 0.43% among 310,000; AID 504441; in the data active = inhibition above about 50%;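 also: plate controls were vehicle with enzyme for no effect and no enzyme for full effect; many of its hits are not listed in these tables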
hERG protect: hERG (human) protection from proarrhythmic block. CHO-hERG, FluxOR thallium flux, dofetilide IC70 present. AID 1511. activation (rescue from dofetilide block), less the hit threshold, % at 10 µM. hit rate 0.51% among 310,000;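 active = activation above the mean of controls blocked by dofetilide plus 5 SD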;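 also: thallium influx through hERG after potassium depolarization seen as dye fluorescence rise; in these data hits start at about 4.7%; inactives centre near -7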
KCNQ1 pot: potentiators or activators of human KCNQ1 potassium channel. P51787. CHO-K1 KCNQ1, thallium flux FluxOR fluorescence; stronger effect = higher value. B-score at 10 µM. hit rate 0.35% among 310,000;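 active = fluorescence ratio B-score, a plate-corrected score, at least three library SD, with initial intensity B-score within 5 SD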
Target sequence (P51787 whole entry, looked up): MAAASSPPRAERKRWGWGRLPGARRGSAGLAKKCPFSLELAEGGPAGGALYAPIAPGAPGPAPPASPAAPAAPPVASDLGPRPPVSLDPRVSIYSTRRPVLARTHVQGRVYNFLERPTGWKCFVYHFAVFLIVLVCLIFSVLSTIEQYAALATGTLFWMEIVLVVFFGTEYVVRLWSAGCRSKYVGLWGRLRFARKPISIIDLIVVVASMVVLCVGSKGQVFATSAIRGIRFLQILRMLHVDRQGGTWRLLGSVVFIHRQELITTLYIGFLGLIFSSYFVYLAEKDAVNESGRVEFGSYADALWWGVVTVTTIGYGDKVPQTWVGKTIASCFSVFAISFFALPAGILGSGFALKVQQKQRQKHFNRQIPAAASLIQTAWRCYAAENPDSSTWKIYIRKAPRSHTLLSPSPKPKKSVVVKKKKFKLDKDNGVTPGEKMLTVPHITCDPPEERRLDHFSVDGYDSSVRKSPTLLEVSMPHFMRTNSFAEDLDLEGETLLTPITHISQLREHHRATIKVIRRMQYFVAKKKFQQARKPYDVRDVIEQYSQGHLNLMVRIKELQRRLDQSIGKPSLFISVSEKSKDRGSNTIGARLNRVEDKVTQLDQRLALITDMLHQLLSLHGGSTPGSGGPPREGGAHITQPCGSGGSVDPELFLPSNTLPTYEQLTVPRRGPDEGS
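Doses: Single concentration per compound, DMSO matched to controls | Test system: KCNQ1-transfected CHO-K1 cells | Timing: 90 min dye loading and 20 min compound exposure, both at room temperature | Measured by: Kinetic FluxOR thallium fluorescence, 10-s 1-Hz baseline, 110-s post-stimulus read | Medium: Assay buffer with matched DMSO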
KCNK9 inh: human KCNK9 channel inhibition. AID 488922. Q9NPC2. B-score at 10 µM. hit rate 1.2% among 310,000. HEK293 KCNK9, FluxOR thallium flux fluorescence; stronger effect = lower value;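 active = ratio B-score over 3 SD below the library mean, with starting fluorescence within 5 SD of its mean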;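 also: negative B-score means less thallium flux so channel inhibition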
Target sequence (Q9NPC2 whole entry, looked up): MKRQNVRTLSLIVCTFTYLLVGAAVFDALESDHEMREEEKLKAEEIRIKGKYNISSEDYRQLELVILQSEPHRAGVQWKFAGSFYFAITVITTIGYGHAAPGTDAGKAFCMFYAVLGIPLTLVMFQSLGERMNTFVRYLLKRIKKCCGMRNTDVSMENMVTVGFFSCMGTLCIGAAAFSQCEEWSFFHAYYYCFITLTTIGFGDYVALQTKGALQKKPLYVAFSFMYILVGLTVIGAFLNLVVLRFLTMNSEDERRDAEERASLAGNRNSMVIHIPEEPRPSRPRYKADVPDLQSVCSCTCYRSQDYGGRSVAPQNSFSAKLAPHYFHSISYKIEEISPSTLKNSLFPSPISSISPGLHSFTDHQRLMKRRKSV
TRPC4 PAM: allosterically enhances the mouse TRPC4 cation channel | HEK293 TRPC4beta/mu-opioid, DAMGO EC20, Fluo-4 Ca2+ flux; stronger effect = higher value | B-score at 10 µM | AID 2227 | hit rate 0.42% among 310,000;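 active = B-score of calcium response area above 5 SD of library B-scores, with initial fluorescence ratio within 5 SD of library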;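 also: B-score of integrated fluorescence ratio over time as area under calcium response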
TRPC4 inh: blocks the mouse TRPC4 cation channel. Q9QUQ5. AID 2247. HEK293 TRPC4beta/mu-opioid, DAMGO-evoked Fluo4 calcium flux; stronger effect = lower value. B-score at 10 µM. hit rate 0.39% among 300,000;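 active = B-score over 3 SD under the library average, no early fluorescence shift, positive overall ratio signal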
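Assay system: HEK293 cells with stable TRPC4beta plus mu-opioid receptor expression; Probe or stimulus: DAMGO in two steps, submaximal then maximal; Dosing: single-point compound dosing; Measured by: Fluo4 calcium-dye fluorescence, kinetic read; Read-out basis: B score from integrated Fluo4 fluorescence ratio.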
KCNK3 inh: human KCNK3 channel inhibition, primary screen; CHO-KCNK3 thallium flux, FluxOR fluorescence; stronger effect = lower value; B-score at 10 µM; hit rate 0.84% among 340,000;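 active = B-score under library mean minus 4 SD, starting fluorescence ratio at most library mean plus 5 SD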;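 also: more negative B-score means stronger inhibition of thallium flux through KCNK3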
PolyA inh: inhibitors of polyadenylation in S. cerevisiae; calls only at 12 µM; S. cerevisiae SKY197-pL101 polyadenylation reporter, beta-gal luminescence; efflux-impaired pdr1/pdr3 knockout yeast; score 100 = 6 SD above DMSO; hit rate 0.02% among 300,000;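 active = lowest replicate activity score at least 50, where 100 means six control SD above control mean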;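 also: yeast exposed to compound for 9 h at 30 °C; higher score means more reporter readthrough which indicates perturbed polyadenylation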
TRPC4 agonist: opens the mouse TRPC4 cation channel | AID 2237 | hit rate 0.49% among 310,000 | HEK293 TRPC4beta/mu-opioid, Fluo4 calcium fluorescence; stronger effect = higher value | B-score at 10 µM | Q9QUQ5;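 active = B-score above 5 SD of library B-scores, and initial fluorescence ratio not above library mean plus 5 SD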;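 also: positive B-score marks a calcium rise read as TRPC4 activation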
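Material: TRPC4beta and mu-opioid receptor HEK293 stable cells | Incubation: 45 min room-temperature Fluo4 loading, 110 s read | Detection: Kinetic Fluo4 calcium fluorescence | Measure: Integrated baseline-normalised fluorescence ratio, converted to per-well B score | Benchmarks: Low control buffer alone, high control maximal DAMGO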
Platelet DG rel: platelet dense granule release activity; human platelet-rich plasma, SFLLRN dense granule ATP release, luminescence; inhibition, %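 (compounds screened at 7.5 µM in platelet-rich plasma)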; hit rate 0.22% among 300,000;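 active = mean replicate score, as percent of positive control, at or above 50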
KCNQ1 inh: human KCNQ1 channel inhibition; hit rate 1.3% among 310,000; P51787; CHO-K1 KCNQ1, FluxOR thallium flux fluorescence; stronger effect = higher value; B-score at 10 µM;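 active = compounds whose thallium flux B-score, printed positive for inhibition, exceeds three library SD while starting fluorescence stays within three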;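 also: channel opened by potassium depolarization with thallium stimulus after 20 min compound exposure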
* hit, by the source's call; i = inactive; nt = no result given.

SMILES	DYRK1A inh	hERG protect	KCNQ1 pot	KCNK9 inh	TRPC4 PAM	TRPC4 inh	KCNK3 inh	PolyA inh	TRPC4 agonist	Platelet DG rel	KCNQ1 inh
COc1ccc(NC(=O)[C@@H]2[C@@H]3C(=O)N(C4CCCCC4)C(=O)[C@@H]3C3c4ccccc4C=CN32)cc1 (stereo not given in full)	8.5	-13.7	i	i	i	i	i	i	i	0.2	i
COc1ccc2[nH]c(=O)c(CN(CCc3cccc(C)c3)C(C)=O)cc2c1	0.5	-6.2	i	i	i	i	i	i	i	6.2	i
COc1ccc2nc(/C=N/NC(=O)CCNC(=O)OC(C)(C)C)ccc2c1	nt	-19.3	i	i	i	i	i	i	i	-10.8	i
O=C(CN1C(=O)c2ccccc2C1=O)N1CCOCC1	5.9	-5.7	i	i	i	i	i	i	i	15.2	i
COc1ccc(CN2CCN(CCCCOc3ccc(Cl)cc3)CC2)c(OC)c1OC	1.1	-4.2	i	i	i	i	i	i	i	0.3	i
CCc1c(C)c2ccc(O)c(CN3CCCC3)c2oc1=O	-9.0	-7.4	i	i	i	i	i	i	i	0.7	i
Cc1cc(C(=O)NC2CCCCC2C)c2ccccc2n1 (stereo not given)	-1.7	-6.9	i	i	i	i	i	i	i	4.0	i
N#CC1=C(N)Nc2ncnn2C1c1ccc([N+](=O)[O-])cc1 (stereo not given)	-0.4	-10.9	i	i	i	i	i	i	i	-3.0	i
Cc1ccc(-c2cn(C[C@H]3CC[C@@H]([C@@H]4CC[C@H](Cn5cc(-c6ccc(C)cc6)nn5)O4)O3)nn2)cc1	1.4	-3.6	i	i	i	i	i	i	i	-1.7	i
CCOC(=O)c1c(C)[nH]c(C)c1S(=O)(=O)NC(C)Cc1ccco1 (stereo not given)	-7.1	-3.5	i	i	i	i	i	i	i	9.7	i
COc1ccc(NS(=O)(=O)c2c(C)[nH]c(C)c2C(=O)N2CCCCC2)cc1Cl	-3.1	-8.3	i	i	i	i	i	i	i	15.6	i
O=S(=O)(NCc1ccccc1)c1ccc(Cl)cc1	-1.1	-11.6	i	i	i	i	i	i	i	1.5	i
COc1cccc(C2C(C#N)=C(N)OC3=C2C(=O)CCC3)c1OC(=O)c1ccco1 (stereo not given)	5.5	-4.9	i	i	i	i	i	i	i	nt	i
C=CCOc1cccc(/C=C2\C(=O)N(Cc3ccc(C)cc3)C(C)=C2C(=O)OC)c1	-2.3	-10.8	i	i	i	i	i	i	i	0.1	i
COc1ccc(NC(=O)N2CCCC2C(=O)Nc2cccc(C)c2C)cc1 (stereo not given)	-7.1	-3.7	i	i	i	i	i	i	i	-3.7	i
Cc1[nH]c(C(=O)N/N=C/c2ccc(C(=O)O)cc2)c(C)c1C(=O)N/N=C/c1ccc(C(=O)O)cc1	3.2	-6.0	i	i	i	i	i	i	i	10.5	i
O=C(CCSc1nc2ccccc2o1)Nc1ccccc1	1.4	0.3	i	i	i	i	i	i	i	-26.3	i
COc1ccc(NS(=O)(=O)c2cc(NC(=O)c3cc(=O)c4ccccc4o3)ccc2OC)cc1	-0.6	-14.1	i	i	i	i	i	i	i	-5.0	i
CC1=C(C(=O)Nc2ccc(Cl)cc2C(=O)N2CCC(C(N)=O)CC2)SCCO1	nt	-6.6	i	i	i	i	i	i	i	14.3	i
O=C1Nc2ccccc2CCC1Sc1nnc(-c2ccc(Cl)cc2)s1 (stereo not given)	3.0	-5.9	i	i	i	i	i	i	i	-5.9	i
COc1ccc(S(=O)(=O)N2CCCC(C(=O)NCc3ccncc3)C2)cc1Cl (stereo not given)	8.9	-6.2	i	i	i	i	i	i	i	-5.9	i
CCC(=O)Nc1cccc(C2=NOC3(C2)C[C@@H](C(N)=O)N(C(=O)CC)C3)c1 (stereo not given in full)	-2.0	-12.3	i	i	i	i	i	i	i	-6.9	i
CCOc1ccccc1NC(=O)CCNS(=O)(=O)c1cccc2nsnc12	-1.7	-4.9	i	i	i	i	i	i	i	-14.7	i
O=C(c1cc2cc(Cl)ccc2[nH]1)N1CCN(c2ccccn2)CC1	3.4	-7.3	i	i	i	i	i	i	i	8.0	i
CC(O)C(=O)NCCOCCOCCNC(=O)C(C)O (stereo not given)	-3.0	2.1	i	i	i	i	i	i	i	16.8	i
CCOC(=O)CSc1nn(-c2ccccc2)c(=S)s1	7.2	-5.7	i	i	i	i	i	i	i	4.9	i
COc1cc(NC(=O)C2=C(N3CCOCC3)/C(=C\c3ccc(Br)cc3)CC2)cc(OC)c1OC	-3.9	-3.6	i	i	i	i	i	i	i	-0.8	i
COc1ccccc1CNc1ncnc2c1cnn2-c1ccccc1	4.2	-6.0	i	i	i	i	i	i	i	-18.8	i
Cc1cc(C)nc(SCC(=O)c2ccc(O)c(O)c2)n1	-2.5	-4.9	i	i	i	i	i	i	i	0.2	i
COc1cc(NC(=O)c2ccc(F)cc2)c(OC)cc1Cl	1.1	-5.8	i	i	i	i	i	i	i	-12.1	i
O=C1NCCCC1C(=O)Nc1ccccc1C(F)(F)F (stereo not given)	-5.4	-6.0	i	i	i	i	i	i	i	7.6	i
CCOC(=O)N1CCC(=NNC(=O)COc2cccc(C)c2)CC1	0.5	-5.4	i	i	i	i	i	i	i	4.1	i
CCOc1ccc(C(CC(=O)O)NC(=O)c2cccs2)cc1 (stereo not given)	3.4	-8.0	i	i	i	i	i	i	i	-2.3	i
COc1ccc(CN(C(=O)c2cc(=O)c3ccccc3o2)C2CCS(=O)(=O)C2)cc1OC (stereo not given)	-0.6	-8.6	i	i	i	i	i	i	i	2.6	i
O=C1CC(N2CCN(c3cccc(C(F)(F)F)c3)CC2)C(=O)N1c1ccc(F)cc1 (stereo not given)	5.7	-10.9	i	i	i	i	i	i	i	-3.2	i
C#CCOCCOCCOCCNc1nc(N2CCN(C(=O)[C@H](CCCCN)n3cc(C(N)CC(C)C)nn3)CC2)nc(N2CCN(C(=O)[C@H](CCC(=O)O)n3cc(C(N)[C@H](C)CC)nn3)CC2)n1 (stereo not given in full)	5.0	-6.3	i	i	i	i	i	i	i	3.9	i
O=C(NC1CCOCC1)C1CCC(=O)N(CCc2ccc(Cl)cc2)C1 (stereo not given)	-4.2	-3.6	i	i	i	i	i	i	i	-20.7	i
CC(C)(C)OC(=O)CNC(=O)c1[nH]cnc1C(=O)NCCCCCNC(=O)OC(C)(C)C	10.5	-20.6	i	i	i	i	i	i	i	-2.8	i
COc1ccc(/C(N)=N/OC(=O)c2cccc([N+](=O)[O-])c2)cc1OC	1.2	-9.6	i	i	i	i	i	i	i	1.8	i
COCCNC(=O)CSc1ncnc2sc(-c3ccccc3)cc12	11.0	-1.4	i	i	i	i	i	i	i	-1.8	i
CC1CCN(CC(=O)Nc2ccc(S(=O)(=O)N3CCCCC3)cc2)CC1	-9.1	-9.7	i	i	i	i	i	i	i	-1.7	i
CC(C)Oc1ccc(CNC(=S)N/N=C/c2ccc([N+](=O)[O-])cc2)cc1	-5.6	-13.8	i	i	i	i	i	i	i	-3.4	i
CN(C)c1c(F)cc(C(=O)NC(=O)NCc2cccnc2)cc1F	-4.8	-11.8	i	i	i	i	i	i	i	-20.3	i
CCOc1ccc2[nH]c(=O)c(CN(CCCO)C(C)=O)cc2c1	3.0	-7.3	i	i	i	i	i	i	i	-6.0	i
CC(C)[C@H](NS(=O)(=O)c1cccc(C(F)(F)F)c1)C(=O)OCC(N)=O	3.2	-15.8	i	i	i	i	i	nt	i	1.1	i
Nc1nc(C(=O)N2CCOCC2)nn1C(=O)c1ccc(Cl)cc1	3.3	-2.1	i	i	i	i	i	i	i	-0.4	i
CCc1ccc(C(=O)OCC(=O)c2c(N)n(CC(C)C)c(=O)n(C)c2=O)cc1	-0.1	-22.9	i	i	i	i	i	i	i	0.3	i
O=C(Nc1ccc(F)cc1)C(Sc1nnc2ccccn12)c1ccccc1 (stereo not given)	3.5	-4.0	i	i	i	i	i	i	i	-19.1	i

Molecules above containing a furan ring, fused or not (2):
SMILES	DYRK1A inh	hERG protect	KCNQ1 pot	KCNK9 inh	TRPC4 PAM	TRPC4 inh	KCNK3 inh	PolyA inh	TRPC4 agonist	Platelet DG rel	KCNQ1 inh
CCOC(=O)c1c(C)[nH]c(C)c1S(=O)(=O)NC(C)Cc1ccco1 (stereo not given)	-7.1	-3.5	i	i	i	i	i	i	i	9.7	i
COc1cccc(C2C(C#N)=C(N)OC3=C2C(=O)CCC3)c1OC(=O)c1ccco1 (stereo not given)	5.5	-4.9	i	i	i	i	i	i	i	nt	i

Next section.
SMILES	DYRK1A inh	hERG protect	KCNQ1 pot	KCNK9 inh	TRPC4 PAM	TRPC4 inh	KCNK3 inh	PolyA inh	TRPC4 agonist	Platelet DG rel	KCNQ1 inh
Cc1c(Cl)c(C(=O)NNC(=S)Nc2ccccc2)nn1C	-5.5	-7.7	i	i	i	i	i	i	i	-3.1	i
CN(CCC#N)c1ccc(/C=C(\C#N)c2ccccn2)cc1	2.1	-7.6	i	i	i	i	i	i	i	32.2	i
CCn1nc(C)c(/C=N/NC(=O)c2ccoc2C)c1C	-1.3	-9.7	i	i	i	i	i	i	i	28.7	i
Cc1nc2ncnn2c(C)c1CCC(=O)NCCCN1CCN(c2cccc(Cl)c2)CC1	-3.4	-5.2	i	i	i	i	i	i	i	-5.7	i
Oc1ccc[n+](CC(O)c2ccccc2)c1 (stereo not given)	-2.4	-3.8	i	i	i	i	i	i	i	-10.3	i
O=C(C1=C(O)C(=O)N(CCCn2ccnc2)C1c1ccccc1)c1ccco1 (stereo not given)	-1.3	-3.2	i	i	i	i	i	i	i	4.5	i
CNC[C@H](Cc1ccccc1)NC[C@@H](Cc1cccc2ccccc12)NCCc1ccc(C)cc1	1.4	-28.0	i	-9.51*	i	i	i	i	173*	-0.2	11*
Cn1c(SCC(=O)Nc2cccc(NC(=O)c3cccs3)c2)nnc1-c1ccncc1	-2.6	-7.5	i	i	i	i	i	nt	i	nt	i
Nc1ccc(Oc2ncccn2)c(Cl)c1	2.2	-14.1	i	i	i	i	i	i	i	-1.7	i
CCCNC(=O)c1ccccc1NS(=O)(=O)c1ccc(OC)c(OC)c1	-0.4	-6.9	i	i	i	i	i	i	i	3.1	i

Only part of the results is shown; the hit share may differ from the screen's.
